Screens: PubChem BioAssay, Broad Institute
E-sel inducer – induces E-selectin expression in human endothelial cells; actives 0.37% (n = 260,000); HUVEC E-selectin immunofluorescence imaging; normalized: neutral wells 0, TNF-alpha wells 100; P16581; activation, % at 7.58 µM; AID 686992;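 active = mean E-selectin-positive cell signal at least 10% of the positive control, reached in at least 60% of replicates, without over 20% cell loss; inconclusive = no rule given, readout overlaps actives, possibly toxicity-flagged; inactive = the rest, including those meeting only one limit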;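 also: in these data hits start at about 27%; measured in HUVEC primary endothelial cells; signal is the percent of cells scored E-selectin positive by PE staining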
Target sequence (P16581 whole entry, looked up): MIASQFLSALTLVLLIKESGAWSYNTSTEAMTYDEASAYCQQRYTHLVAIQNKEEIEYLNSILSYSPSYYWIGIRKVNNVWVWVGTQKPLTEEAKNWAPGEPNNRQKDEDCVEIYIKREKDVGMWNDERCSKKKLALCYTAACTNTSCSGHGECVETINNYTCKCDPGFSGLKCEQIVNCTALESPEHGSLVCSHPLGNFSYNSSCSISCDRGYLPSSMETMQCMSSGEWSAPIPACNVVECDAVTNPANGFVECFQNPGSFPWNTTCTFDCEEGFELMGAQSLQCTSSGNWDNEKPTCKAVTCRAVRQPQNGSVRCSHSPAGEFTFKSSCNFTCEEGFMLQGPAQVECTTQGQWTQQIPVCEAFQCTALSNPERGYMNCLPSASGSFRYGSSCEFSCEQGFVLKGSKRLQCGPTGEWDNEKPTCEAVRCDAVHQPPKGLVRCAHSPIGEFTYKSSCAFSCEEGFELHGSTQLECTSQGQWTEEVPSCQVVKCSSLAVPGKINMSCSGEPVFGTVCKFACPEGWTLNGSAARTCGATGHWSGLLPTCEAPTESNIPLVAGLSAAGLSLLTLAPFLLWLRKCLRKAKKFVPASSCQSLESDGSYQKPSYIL
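Read-out: % PE-positive cells | Test system: HUVEC | Doses: One compound dose added by pin transfer | Buffer or medium: EGM-2 over gelatin coat | Signal: Immunofluorescence imaging | Benchmarks: TNF-alpha, DMSO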
ERAP1 HTS inh – inhibitors of human ERAP1 aminopeptidase. recombinant ERAP1, Leu-AMC fluorescence, 60 min. inhibition, % at 10.7 µM. actives 0.15% (n = 340,000). AID 652197;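 active = mean replicate inhibition of at least 30%, or all replicates individually reaching that 30% level; inactive = mean below 30% and not every replicate reaching it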;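 also: 0% = neutral control wells and 100% = L-leucinethiol positive control wells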
PGC1a acetyl inh – modulators of PGC1a acetylation | U2OS PGC1a acetylation, AlphaScreen anti-acetyl-lysine; with virally co-expressed GCN5 acetyltransferase | inhibition, % at 15.6 µM | actives 0.17% (n = 350,000);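 active = every replicate shows inhibition of at least 40%; inconclusive = mean inhibition at least 40% but some replicate below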;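 also: 0% = neutral control wells and 100% = positive control wells; some results beyond the cut were filed as inactive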
RAD54 branch – blocks human RAD54 Holliday junction branch migration | Q92698 | FAM/BHQ fluorescence | inhibition, % at 10.4 µM | actives 0.14% (n = 360,000) | AID 602329;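 active = mean normalized replicate activity at least 40 and at least half of replicates scoring 40 or more; inconclusive = only one of the two criteria met; inactive = mean below 40 and under half of replicates reaching 40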;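 also: 0% = median of neutral control wells and 100% = median of positive control wells; inhibitors cause a drop in the FAM fluorescence signal; in these data hits start at about 50%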
RAD52 inh – RAD52 (human) annealing inhibition. inhibition, % at 18.7 µM. P43351. actives 0.46% (n = 360,000). recombinant RAD52 DNA annealing, FRET fluorescence;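 active = every replicate showing at least 50% inhibition; inconclusive = mean inhibition at least 50% but not in every replicate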
Target sequence (P43351 whole entry, looked up): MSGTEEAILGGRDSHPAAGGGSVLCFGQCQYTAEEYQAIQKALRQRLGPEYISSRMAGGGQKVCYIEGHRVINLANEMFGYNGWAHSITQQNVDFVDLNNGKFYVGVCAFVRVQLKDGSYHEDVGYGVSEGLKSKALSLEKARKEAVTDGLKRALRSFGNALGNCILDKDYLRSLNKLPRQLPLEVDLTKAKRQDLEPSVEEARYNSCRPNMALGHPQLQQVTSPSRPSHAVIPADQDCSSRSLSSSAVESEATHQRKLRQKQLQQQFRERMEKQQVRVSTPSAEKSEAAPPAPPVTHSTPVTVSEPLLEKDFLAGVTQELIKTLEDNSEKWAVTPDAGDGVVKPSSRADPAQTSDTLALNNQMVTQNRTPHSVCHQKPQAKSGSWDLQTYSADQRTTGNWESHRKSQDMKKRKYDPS
PglD inh – inhibitors of Campylobacter jejuni PglD acetyltransferase. AID 602405. actives 0.098% (n = 360,000). purified PglD enzyme, DTNB colorimetric CoA detection. inhibition, % at 12.5 µM; in the data active = inhibition above about 16%, passing the limit was not always enough; inconclusive = no clear call, values can overlap the other calls; also: strong numbers were not always called active
Cneo AK release – Cryptococcus neoformans lysis via adenylate kinase release. lysis activity, % at 15 µM. actives 0.2% (n = 360,000). AID 651654. C. neoformans lysis, adenylate kinase release luminescence, 4 h; normalised: neutral wells 0, clomiphene wells 100;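 active = mean lysis activity across replicates of at least 80%, whatever share of replicates individually reach that level; inactive = mean lysis activity below 80%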
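Material: C. neoformans cells; Schedule: 4 h static compound exposure, 37 °C, read 1 h post-reagent; Measured by: adenylate kinase release luminescence; Read-out: signal increase indicating cell lysis; Controls: Clomiphene as positive lysis control.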
miR-122 sensor – inhibitors of miR-122 in Huh7 cells. Huh7 miR-122 Renilla luciferase sensor, 48 h; neutral wells = 0, positive control = 100. activation (reporter increase), % at 12.5 µM. actives 0.3% (n = 340,000);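 active = mean replicate activation score at least 90 and every replicate individually at or above 90; inconclusive = only one of the two criteria met; inactive = neither criterion met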;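 also: higher luciferase means less miR-122 activity so hits act as miR-122 inhibitors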
Active calls of the source: *; ? = inconclusive; . = no result given; & = joins results of further samples; [ ] = remark or other dose.

structure	E-sel inducer	ERAP1 HTS inh	PGC1a acetyl inh	RAD54 branch	RAD52 inh	PglD inh	Cneo AK release	miR-122 sensor
COc1ccc(NC(=O)Nc2ccc3c(c2)C(=O)N([C@@H](C)CO)C[C@@H](C)[C@@H](CN(C)S(=O)(=O)c2ccc(Cl)cc2)OCCCC[C@@H](C)O3)cc1	.	0	-1	0	6	0	-3	8[16.7 µM]
c1csc(CSc2nnc3sc4ccccc4n23)c1	.	.	-21	5	.	-3	-1	3
COCC(=O)Nc1ccc2c(c1)OC[C@H](C)N(Cc1ccccc1OC)C[C@@H](C)[C@@H](OC)CN(C)C2=O	-0.1	-2	-6	-3	5	-1	-1	.
COc1ccc(Nc2nc3ccccc3c(=O)s2)c(OC)c1	.	.	12	0	.	-2	-3	14
O=C(CN(Cc1ccco1)Cc1cccs1)N1CCN(S(=O)(=O)c2cccc(F)c2)CC1	0.2	-1	-8	7	-25	0	-1	-10
C/C(=N\NC(=O)c1ccc([N+](=O)[O-])cc1)c1c(O)cc(C)oc1=O	.	6	-8	.	-15	.	.	5
COc1ccc(C(=O)N2CCN(c3ccccc3Cl)CC2)cc1S(=O)(=O)NC1CC1	0.1	2	3	-3	-8	5	-1	50
Cc1ncc(CO)c2c1Oc1nc(-c3ccccc3)nc(SCC(=O)N3CCCCC3)c1C2	.	5	14	8	-7	-2	9	-6
CC(=O)Nc1ccccc1OC(C)C(=O)N1CC(C)CC(C)C1 (configuration not stated)	4.5	-1	2	.	-7	5	-1	3
C[C@@H]1CN([C@@H](C)CO)C(=O)c2cc(NC(=O)Nc3ccc4c(c3)OCO4)ccc2O[C@@H]1CN(C)Cc1ccc(C(=O)Nc2ccccc2N)cc1	1.4	-1	8	0	28	-2	-1	19[16.7 µM]
C[C@H]1CN([C@@H](C)CO)C(=O)Cc2cc(NS(=O)(=O)c3cn(C)cn3)ccc2O[C@H]1CN(C)CC1CC1	0.1	1	8	3	6	-6	0	3[16.7 µM]
COc1cccc(NC(=O)C2C3C=CC4(O3)C2C(=O)N(C2CC2)C4C(=O)NC2CCCCC2C)c1 (configuration not stated)	.	.	-4	-5	.	3	0	-3
CC(=O)N(C)C[C@H]1Oc2cc(C#CC(C)(C)O)ccc2S(=O)(=O)N([C@H](C)CO)C[C@@H]1C	-0.1	0	5	11	-8	0	-2	5[16.7 µM]
Cc1ccc(S(=O)(=O)NC2CCSC2=O)cc1C (configuration not stated)	.	1	0	1	-13	0	2	-1
CCOc1cccc2cc(C(=O)NCc3ccccc3)c(=N)oc12	.	.	-8	-1	.	4	0	-5
CCOc1ccccc1C(=O)NCC(=O)OCCCOC(=O)CNC(=O)c1ccccc1OCC	-0.1	9	14	0	-9	-2	2	-1
COc1ccc(NC(=O)N(C)C[C@H]2Oc3ccc(NC(=O)NC4CCCCC4)cc3CC(=O)N([C@H](C)CO)C[C@@H]2C)cc1	5.6	-1	32	10	9	-1	-2	-5[16.7 µM]
N#CCCN(C(=O)COC(=O)c1ccc2c(c1)OCCO2)c1ccccc1	-0.2	1	6	.	-8	.	.	-6
O=C1C=C(NNC(=O)c2ccccc2Br)CCC1	.	12	1	-14	-17	3	-3	7
CN(C)C(=O)C[C@H]1C[C@H]2c3cc(NS(=O)(=O)c4ccccc4)ccc3O[C@H]2[C@H](CO)O1	-0.5	-4	-4	8	5	0	5	5[16.7 µM]
CCCCN(CCCC)CCNC(=O)c1cn(C)c2ccc(S(=O)(=O)N(C)C3CCCCC3)cc2c1=O	1.9	-2	-11	-9	2	-3	7	29
O=[N+]([O-])c1ccc(-c2ccc(/C=N/Nc3nc(N4CCCCC4)nc(N4CCCCC4)n3)o2)cc1	.	5	5	.	-37	.	.	-7
C/C(NC(=O)c1ccccc1F)=C1\C(=O)C[C@@H]2[C@H]1C2(C)C	.	.	0	-20	.	7	-7	-1
COc1cccc(CN2CC3(CN(Cc4ccccn4)C3)c3c([nH]c4cc(OC)ccc34)[C@H]2CO)c1	-0.4	-4	7	.	-8	.	.	.
CO[C@H]1CN(C)C(=O)c2cc(NC(=O)C3CCC3)ccc2OC[C@@H](C)N(C)C[C@@H]1C	0.0	.	-7	0	-19	-2	1	.
N#CCCN(Cc1cccs1)C(=O)Nc1ccccc1	0.3	-1	.	-1	-4	-1	-1	-7
CO/N=C/c1ccc(N2CCOCC2)c([N+](=O)[O-])c1	-0.4	-3	6	1	3	3	0	-4
CCC(=O)N1CC2(C1)CN(Cc1nccs1)[C@@H](CO)c1c2c2ccc(OC)cc2n1C	0.4	1	7	.	-11	.	.	.
CCc1noc(C)c1C(=O)OC(C)C(=O)Nc1ccccc1OC (configuration not stated)	.	0	.	-4	-1	2	1	.
O=C(C[C@H]1CC[C@@H](NC(=O)C2CCOCC2)[C@@H](CO)O1)NCc1ccccc1Cl	-0.2	-1	6	-8	10	18	6	38[16.7 µM]
O=C(O)Cc1c(C(=O)O)nnn1-c1cccc(C(F)(F)F)c1	.	-2	-20	-4	-12	4	0	-3
Cc1ccc(CNCC(O)c2ccccc2)s1 (configuration not stated)	4.4	-1	-10	-2	-22	-12	-1	-1
CCCNC(=O)N(C)C[C@@H]1Oc2ncc(C#Cc3ccccc3F)cc2C(=O)N([C@H](C)CO)C[C@@H]1C	-0.1	2	6	-2	0	3	0	-9[16.7 µM]
CCC(=O)Oc1ccc(C(=O)Nc2cccc(NC(=O)c3ccco3)c2)cc1	.	1	8	3	-17	4	1	11
CCS(=O)(=O)c1ccc2oc(=O)c(/C=C(\O)c3ccc(Cl)cc3)nc2c1	4.4	0	0	.	-66	.	.	.
CC(C)CC(=O)N1CCN(Cc2ccc(C(F)(F)F)cc2)CC1	0.1	5	9	5	-5	2	0	-5
CC1=C(C(=O)N(C(C)C)C(C)C)CC(CC(=O)NC(c2ccccc2)c2ccccc2)C(=O)N1CCCN1CCCC1=O (configuration not stated)	1.7	-4	-23	-5	-1	-3	0	-1
N=c1c2c(ncn1CCN1CCOCC1)Oc1cc(O)ccc1C2c1ccccc1 (configuration not stated)	.	2	-7	-3	-14	-6	-1	2
Cc1ccc(-c2cc(NC=O)c3ncc(-c4cnn(C)c4)n3c2)cc1	.	-6	-3	1	-12	4	-6	27
CN(CCC#N)C(=O)CC(Cc1ccccc1)C1CCOC(C)(C)C1 (configuration not stated)	.	-1	3	-3	-9	4	1	2
C[C@@H]1CN([C@@H](C)CO)C(=O)Cc2cc(NS(=O)(=O)c3ccccc3)ccc2O[C@H]1CN(C)C(=O)NC1CCCCC1	-0.1	-4	-1	-3	9	1	-3	-1[16.7 µM]
C[C@@H]1CN([C@@H](C)CO)C(=O)c2cccc(NC(=O)Nc3ccc4c(c3)OCO4)c2O[C@@H]1CN(C)C(=O)Nc1ccc(C(F)(F)F)cc1	8.1	0	1	4	9	-3	1	-4[16.7 µM]
CCOC(=O)N1CCN(C(=O)Cn2ncc3c2-c2ccccc2OC3)CC1	0.1	-3	4	13	-3	1	-4	-7
COc1ccc(N2C(=O)/C(=C/N(C)C)NC2=S)cc1	3.8	5	6	1	-179	-2	-1	2
Cc1nn(-c2ccccc2)c(Cl)c1C1C(C#N)=C(N)Oc2c1c(C)nn2-c1ccccc1 (configuration not stated)	.	.	-1	3	.	4	1	-1
COc1ccc2[nH]c3c(NCCCN4CCCC4=O)ncnc3c2c1	.	.	-14	23	.	9	0	3
CC(C)CNC(=O)C1(C)CCCN1C(=O)CCc1cccs1 (configuration not stated)	0.2	-2	7	8	1	6	0	-1
NS(=O)(=O)c1ccc(CCNC(=O)c2ccc(CS(=O)(=O)c3ccc(Br)cc3)o2)cc1	.	1	.	9	-5	0	2	.
O=C1CC(c2ccc3c(c2)OCCO3)Oc2ccc([N+](=O)[O-])cc21 (configuration not stated)	0.6	-1	3	0	-23	-2	-3	-6
CCC(C)(C)NC(=O)C(c1ccccn1)N(C(=O)c1csnn1)c1ccc(C)cc1 (configuration not stated)	2.7	8	-1	.	-9	.	.	0
O=C(NCCc1cn[nH]c1)C1CCC(=O)N(CCc2cccc(F)c2)C1 (configuration not stated)	.	0	3	-4	-9	4	2	-6
CC(=O)Nc1ccc(NC(=O)Nc2ccccc2)cc1	?	-2	.	-3	-13	6	-5	3
C/C(N)=C(/C#N)C(=O)COC(=O)C1=NN(c2ccccc2)C(=O)CC1	-0.1	-1	1	15	-9	-6	2	7
C[C@@H]1CN([C@H](C)CO)C(=O)c2cccc(N(C)C)c2O[C@H]1CN(C)Cc1ccc(-c2ccccc2)cc1	.	6	-23	4	4	6	2	-6[16.7 µM]
Cc1ccc(CN(CC2CCCO2)C(=O)CN2C(=O)C(C(C)C)Oc3ccccc32)o1 (configuration not stated)	.	.	9	2	.	-3	0	.
O=C(C[C@H]1CC[C@H](NC(=O)C2CCC2)[C@H](CO)O1)NCCCN1CCOCC1	0.1	-1	3	-9	-11	-2	-3	.
COC(=O)c1c(NC(=O)c2ccco2)sc2c1C(C(=O)OC)CC2 (configuration not stated)	.	.	-2	2	.	-3	1	2
CCCC#Cc1cnc2c(c1)C(=O)N([C@@H](C)CO)C[C@@H](C)[C@H](CN(C)Cc1ccncc1)O2	0.0	-4	-1	0	4	1	1	14[16.7 µM]
CCCC(=O)Nc1ccc2c(c1)C(=O)N(C)[C@H]1CC[C@H](CC(=O)NCc3ccccc3F)O[C@H]1CO2	0.1	.	3	4	.	-3	7	12[16.7 µM]
CCN1C(=O)[C@@H]2[C@@H]3CN(S(=O)(=O)c4ccc(C)cc4)[C@@H](c4cccc5ccccc45)[C@@H]3C(=O)C[C@@H]2C1=O	3.0	0	-11	9	-8	0	4	6

(listing goes on)
structure	E-sel inducer	ERAP1 HTS inh	PGC1a acetyl inh	RAD54 branch	RAD52 inh	PglD inh	Cneo AK release	miR-122 sensor
CCCn1c(N)c(N(CCOC)C(=O)c2cccc(S(=O)(=O)N3CCCc4ccccc43)c2)c(=O)[nH]c1=O	.	-4	.	-10	-15	0	1	.
Cc1ccc(S(=O)(=O)N(C)C[C@@H]2OCCCC[C@H](C)Oc3ccc(NC(=O)Nc4ccc(F)cc4)cc3C(=O)N([C@H](C)CO)C[C@@H]2C)cc1	0.3	2	-10	-1	-32	-7	1	-8[16.7 µM]
COCCCNc1nc(N)c([N+](=O)[O-])c(Nc2ccccc2OC)n1	.	4	-3	2	-16	0	2	2
Cn1cc(C(=O)Nc2ccc(C#N)cc2)c2ccccc2c1=O	1.2	2	-9	-2	-11	3	2	.
C[C@H](CO)N1C[C@H](C)[C@@H](CN(C)S(C)(=O)=O)Oc2c(NC(=O)Nc3ccc4c(c3)OCO4)cccc2C1=O	-0.1&3.2	0	5	-1&-1	3&-29	2&-3	-6&-6	-4[16.7 µM]
COCCN(C(=O)COC(=O)c1ccc(-c2ccccc2)cc1)c1c(N)n(Cc2ccccc2)c(=O)[nH]c1=O	0.0	-1	4	-1	-41	2	-2	-12
